ERb SRC1 inh: ER-beta (human) coactivator binding inhibition; Q92731; TR-FRET ER-beta LBD / SRC1-Cy5 peptide binding; receptor agonist-loaded with 1 µM estradiol; inhibition, % at 25.6 µM; actives 1.3% (n = 86,000); AID 633;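 active means compounds whose percent inhibition of the receptor-coactivator binding signal exceeds about 50% in the single-dose screen, limit read from the data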;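 further: 0% = receptor plus peptide wells without compound and 100% = peptide-only wells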
Target sequence (Q92731 whole entry, looked up, the tested form may be a part): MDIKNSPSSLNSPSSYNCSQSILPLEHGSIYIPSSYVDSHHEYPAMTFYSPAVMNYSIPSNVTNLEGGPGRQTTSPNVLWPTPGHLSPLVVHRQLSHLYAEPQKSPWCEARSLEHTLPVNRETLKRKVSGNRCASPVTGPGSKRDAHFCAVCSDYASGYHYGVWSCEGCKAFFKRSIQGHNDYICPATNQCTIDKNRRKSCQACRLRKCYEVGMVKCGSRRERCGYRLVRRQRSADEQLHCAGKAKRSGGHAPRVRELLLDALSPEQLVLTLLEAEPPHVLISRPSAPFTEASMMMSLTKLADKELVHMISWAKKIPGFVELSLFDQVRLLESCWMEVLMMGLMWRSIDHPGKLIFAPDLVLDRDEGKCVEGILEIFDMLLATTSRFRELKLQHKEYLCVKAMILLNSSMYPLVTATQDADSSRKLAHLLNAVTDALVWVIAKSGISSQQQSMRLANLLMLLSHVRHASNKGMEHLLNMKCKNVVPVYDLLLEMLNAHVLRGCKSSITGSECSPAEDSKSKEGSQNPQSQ
MT1-MMP txn act: activates MT1-MMP transcription. HT1080 MT1-MMP promoter luciferase reporter, luminescence, overnight; hits give high values. activation factor at 10 µM. actives 0.16% (n = 86,000). AID 750;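 active means activation factor of at least 2 for MT1-MMP transcription at 10 µM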
sEH inh: soluble epoxide hydrolase (human) inhibition; AID 707; inhibition, % at 2 µM; actives 0.34% (n = 91,000); recombinant human sEH enzymatic activity assay; in the data active means inhibition above about 80%; further: values of inactives mirror those of a sister screen read the other way; many of its hits are not listed in these tables
Target sequence (P34913 whole entry, looked up): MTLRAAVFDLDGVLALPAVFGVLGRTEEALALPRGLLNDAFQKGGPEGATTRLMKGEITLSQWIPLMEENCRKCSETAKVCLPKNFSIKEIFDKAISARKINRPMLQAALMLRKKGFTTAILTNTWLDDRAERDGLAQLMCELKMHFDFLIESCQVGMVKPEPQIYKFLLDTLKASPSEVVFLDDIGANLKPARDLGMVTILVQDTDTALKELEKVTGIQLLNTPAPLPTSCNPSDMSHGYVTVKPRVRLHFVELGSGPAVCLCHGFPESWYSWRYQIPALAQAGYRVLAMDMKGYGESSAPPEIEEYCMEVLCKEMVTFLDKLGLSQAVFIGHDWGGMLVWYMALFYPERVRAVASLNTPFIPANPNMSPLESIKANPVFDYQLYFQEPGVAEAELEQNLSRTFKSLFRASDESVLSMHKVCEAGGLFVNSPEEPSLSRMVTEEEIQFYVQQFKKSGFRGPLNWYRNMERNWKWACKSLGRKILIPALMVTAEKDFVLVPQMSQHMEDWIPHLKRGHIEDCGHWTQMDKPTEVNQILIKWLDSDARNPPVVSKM
Calb biofilm kill: kills Candida albicans biofilms | C. albicans biofilm + clotrimazole, Alamar Blue | actives 0.14% (n = 85,000) | inhibition, % at 6 µM;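 active means inhibition above 20%; inactive means inhibition below 20%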;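 further: preformed 24 hr biofilms exposed to compound for 48 hr; 0% = biofilm without compound and 100% = blank killed by clotrimazole plus chlorhexidine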
CD11b adhes inh: blocks human CD11b/CD18 adhesion to fibrinogen | AID 1497 | inhibition, % at 10 µM | K562 CD11b/CD18 adhesion to fibrinogen, ATPlite luminescence; Mn2+ added to activate the integrin | actives 0.54% (n = 93,000);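 active means primary inhibition of 50% or more at 10 µM, then 40% or more on retest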; further: some results filed as inactive read as strong as hits
sEH activator: activators of human soluble epoxide hydrolase | P34913 | purified human sEH enzymatic activity, activator screen | activation, % at 2 µM | actives 0.04% (n = 91,000) | AID 717; in the data active means activation above about 37%; further: values of inactives mirror those of a sister screen read the other way
Smad3 FoxH1 inh: Smad3 (human) transcription factor binding inhibition. TR-FRET Smad3/Dy647-FoxH1 peptide binding, europium anti-His. inhibition, % at 25 µM. actives 0.29% (n = 88,000);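 active means compounds that reduce the energy-transfer binding signal between the protein and its labelled peptide by more than half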;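 further: 0% = Smad3 plus labelled peptide maximal FRET and 100% = peptide-only background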
ERa coact pot: ER-alpha (human) coactivator binding potentiation; coactivator binding (% of control), % at 25.6 µM; TR-FRET ERalpha-LBD/SRC-Cy5 coactivator binding, 2 h; 100 = basal binding, no effect; actives 1.3% (n = 86,000); in the data active means activity above about 200%;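 further: binding measured in presence of low estradiol as agonist stimulus; 0% = peptide alone without receptor and 100% = receptor with peptide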
CD11b adhes enh: enhancers of human CD11b/CD18 binding to fibrinogen; K562 CD11b/CD18 adhesion to fibrinogen, ATPlite luminescence; P05107+P11215; actives 0.07% (n = 93,000); activation, % at 10 µM; AID 1499;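 active means 10 µM primary screen giving 50% or more activity, confirmed by 40% or more on retest at that dose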; further: strong numbers were not always called active; reference of the scale not given here
* marks the source's active call; other numbers are inactive results; / = not tested or not shown; [ ] = another dose, or the depositor's remark.

SMILES	ERb SRC1 inh	MT1-MMP txn act	sEH inh	Calb biofilm kill	CD11b adhes inh	sEH activator	Smad3 FoxH1 inh	ERa coact pot	CD11b adhes enh
O=C(C1CCN(S(=O)(=O)c2cccc3cccnc23)CC1)N1CCCC1	-1	1	14	9	-3	-10	2	85	-1
Cc1cccc(S(=O)(=O)C(C#N)c2nc3ccccc3nc2N2CC(C)OC(C)C2)c1 (stereo unspecified)	9[fluorescence artefact?]	1.2	-6	9	95*	3	2	92	-9
COc1ccc(N2CCN(c3oc(Cc4cccc5ccccc45)nc3C#N)CC2)cc1	-7	1	5	5	12	-2	23[fluorescence artefact?]	95	0
O=C(Nc1nnc(-c2ccc3c(c2)CCCC3)o1)c1ccccc1	-4	/	8	14	47	-6	7	89	1
CC(C)c1ccc2oc(-c3ccc(N)cc3)nc2c1	6[fluorescence artefact?]	/	8	8	26	-4	-6[fluorescence artefact?]	83[fluorescence artefact?]	-5
CC(=O)N1CCN(c2ccc(N=Cc3c(O)n(Cc4ccccc4)c(=O)[nH]c3=O)cc2)CC1	15	1.1	7	3	/	-8	8	111[fluorescence artefact?]	/
COc1cc(OC)c(C2CC(=O)N3CN(c4ccc(C)cc4)CSC3=C2C#N)cc1OC (stereo unspecified)	5[fluorescence artefact?]	1.4	/	6	-3	/	1	106[fluorescence artefact?]	-4
CCOC(=O)Cc1nnc(NC(=O)CSc2ccccc2)s1	5[fluorescence artefact?]	1.1	-1	3	8	0	7	88	4
COc1ccc(OCc2cccc(C(=O)N3CCCC3)c2)cc1	-7	0.8	-3	5	/	3	6	108	/
CCCn1c(SCC(=O)NC(=O)Nc2ccc(C)cc2C)n[nH]c1=O	11[fluorescence artefact?]	1.1	14	9	32	-14	5	129	4
CCOC(=O)CSc1nc2ccccc2c(=O)n1C1CCCC1	-13	1.2	-20	2	8	24	0	103	2
C=CCNc1nc2c(c(=O)n(C)c(=O)n2C)n1CC	-8	1.1	-14	14	/	13	-4	103	/
CSc1ccc(C2C(C#N)=C(N)Oc3c2ccc(=O)c2c(C)oc(C)c32)cc1 (stereo unspecified)	58*	1.1	13	2	-10	-11	8	64[fluorescence artefact?]	51
Cc1ccc(-n2[nH]c(C)c(/C=N/c3ccccn3)c2=O)cc1	2	1.1	-14	5	-5	12	5	110	-2
Cc1ccc(NC(=O)C2CCCN(S(=O)(=O)c3ccc4c(c3)oc(=O)n4C)C2)nc1 (stereo unspecified)	-2	1	/	10	2	/	7	140	0
Cc1c(C(=O)NCCCN2CCOCC2)sc2nc(-c3ccc(F)cc3)cn12	-5	1.1	13	-8	/	-11	-13	121	/
COc1ccc(Cl)cc1NC(=O)CCn1cnc2ccccc2c1=O	6	1.1	2	8	23	0	-10	120	-4
O=c1oc2ccccc2n1CSC1=NCCS1	0	1.3	10	-1	9	-11	-3	97	-2
C=CCn1c(SCc2c(F)c(F)c(F)c(F)c2F)nc(O)cc1=O	-4[fluorescence artefact?]	1.1	0	6	10	1	4	97	-4
O=c1c2c([nH]c3ccccc13)C(=C1CCCC1)CC2	84*	1.2	6	4	-11	-6	7	22[fluorescence artefact?]	6
O=C(NCc1cccnc1)C1CCCN(S(=O)(=O)c2ccc(Br)cc2)C1 (stereo unspecified)	-12	1.1	-15	-1	-9	10	-3	108	-1
CCOC(=O)CSc1cc(CS(=O)(=O)c2ccccc2)nc(-c2ccccc2)n1	/	/	-4	/	-11	3	/	/	-2
COc1cccc(C2=NOC(C(=O)N3CCc4ccccc4C3)C2)c1 (stereo unspecified)	-8	1.1	-8	-2	/	8	12	80	/
CN1C(=S)SC(C)(NO)C1(C)C (stereo unspecified)	-9	1.1	4	7	-42	-8	-1	118	5
COc1ccccc1N1CCN(C(=O)C2CCC(Cn3c(=S)[nH]c4ccccc4c3=O)CC2)CC1 (stereo unspecified)	-1	0.9	3	3	3	-2	1	122	-3
O=C(COC(=O)c1ccc2c(c1)OCO2)NC1CCS(=O)(=O)C1 (stereo unspecified)	2	1.2	/	1	14	/	-2	79	-5
CCOC(=O)c1cc2c(ccn2C)n1CC(=O)N1CCN(c2ccccc2)CC1	-8	1.1	2	4	49	-3	9	122	1
COCCn1cnnc1SCC(=O)c1ccc(S(=O)(=O)N2CCCC2)cc1	0	1.1	/	10	-7	/	2	95	5
COc1ccc(NC(=O)CN2CCC3(O)CCCCC3C2c2ccccc2OC)cc1 (stereo unspecified)	-9	1.2	-10	5	-6	9	13	128	-1
O=C(Cc1ccccc1)NC(NNc1ccccc1)(C(F)(F)F)C(F)(F)F	1	1.4	-1	2	/	4	-9	132	/
COc1cccc(-n2c(SCC(N)=O)nc3c([nH]c4ccccc43)c2=O)c1	-6	1.3	/	10	-7	/	13	633*[fluorescence artefact?]	-2
O=C(c1cccs1)N(C(=O)c1cccs1)c1ccc(Br)cn1	4	1.5	11	4	7	-11	7	86	0
CC(C)CCn1c(SCC(=O)OCn2nnc3ccccc3c2=O)nc2ccccc2c1=O	/	1.1	-9	/	-20	12	/	/	20
CCOC(=O)N1CCN(c2c(N3CCN(c4ccccc4OC)CC3)c(=O)c2=O)CC1	-5[fluorescence artefact?]	1.2	/	11	-3	/	-6	85[fluorescence artefact?]	-7
CCN(CC(=O)Nc1ccccc1OC)C(=O)C1CC2C=CC1C2 (stereo unspecified)	2	1.1	8	2	-5	-6	0	135	3
CCOc1cc(C2C(C(=O)c3ccccc3)=C(C(=O)OC)Nc3nnnn32)ccc1O (stereo unspecified)	3[fluorescence artefact?]	1.2	-12	8	0	13	6	93	2
Cc1ccc2cccc(SCC(=O)NCc3ccco3)c2n1	-1	1.1	/	8	-11	/	-5	116[fluorescence artefact?]	0
COc1cccc(C2CC(=O)NC3=C2C(=O)CCC3)c1 (stereo unspecified)	-8[fluorescence artefact?]	1.1	-6	6	/	4	4	105	/
Cc1nnc(SCC(=O)Nc2sc3c(c2C#N)CCCCC3)n1N	-3	1.4	-6	1	-5	5	-7	86	1
COc1cc2c(cc1OC)C1(CCCC1)C(N)=C2C#N	-7	1.2	5	-2	/	-3	-3	117	/
CCCc1cc(=O)[nH]c(SCC(=O)c2cc(C)n(CCOC)c2C)n1	-1	1.1	-18	2	-16	17	-2	123	-2
O=c1c2c3c(sc2nc2sc(C4CC4)nn12)CCCC3	12[fluorescence artefact?]	2*	17	5	-21	-14	-9	234*	4
CC(C)(C)C(=O)Nc1ccc(C(=O)NCc2cccnc2)cc1	-4	/	-2	7	6	0	13	87	1
Cc1cccc(-n2c(O)c(C=Nc3c(C)n(C)n(-c4ccccc4)c3=O)c3ccccc3c2=O)n1	-10	1.1	1	8	/	-1	10[fluorescence artefact?]	112	/
CCOc1ccccc1-c1nnc(SCC(=O)Nc2ccccc2)o1	0	1.1	16	7	-4	-12	7[fluorescence artefact?]	106	-3
CCS(=O)(=O)n1nc(-c2ccc(Cl)cc2)nc1SC	1	1.2	-18	6	-1	19	4	104	-1
Cc1nc(NC(C)C)c2cnn(CCc3ccccc3)c2n1	/	/	-16	/	-4	18	/	/	-4
CC1S/C(=C(\C#N)C(=O)NCc2ccco2)N(c2ccc(F)cc2)C1=O (stereo unspecified)	5	1	6	7	-1	-4	-2	98	-2
CCOc1cc(/C=N\NC(=O)Cc2ccccc2)ccc1OCC(=O)Nc1ccc(C)c(C)c1	/	/	13	/	7	-12	/	/	0
CN(c1ccc(OCC(=O)N2CCCCC2)cc1)S(=O)(=O)c1cccs1	14	1.1	/	0	-15	/	-6[fluorescence artefact?]	96	-3
O=C(NCCN1CCN(c2ccccc2F)CC1)C1CCCN(S(=O)(=O)c2cnc[nH]2)C1 (stereo unspecified)	-9	1	-12	2	-1	13	5	161	1
CCOC(=O)C1(CC)NC(c2ccco2)C2C(=O)N(CC)C(=O)C21 (stereo unspecified)	-9	1.1	-2	7	-2	5	0	111	1
O=S1(=O)N=C(N2CCc3ccccc3C2)c2ccccc21	-10	1	-3	/	9	6	4	100	-5
N#Cc1ccccc1NC(=O)CNc1ccccc1N1CCCCC1	/	/	10	/	-16	-11	/	/	1
CCOc1ccc(C(=O)c2nc3c(n2O)CCCC3)cc1	-1	1.1	/	7	14	/	5	98	-3
COc1ccccc1CN1C(=O)[C@@H]2C(CC(N)=O)NC3(C(=O)Nc4c3ccc(Cl)c4C)[C@@H]2C1=O (stereo partly specified)	3	1.2	27	-1	0	-26	2	91	1
COc1ccc(-n2c(C)nc3c(cnn3-c3ccccc3)c2=O)cc1	-3	1	/	6	-6	/	5	122	-5

An excerpt from above in order of molar mass, falling.
SMILES	ERb SRC1 inh	MT1-MMP txn act	sEH inh	Calb biofilm kill	CD11b adhes inh	sEH activator	Smad3 FoxH1 inh	ERa coact pot	CD11b adhes enh
COc1ccccc1CN1C(=O)[C@@H]2C(CC(N)=O)NC3(C(=O)Nc4c3ccc(Cl)c4C)[C@@H]2C1=O (stereo partly specified)	3	1.2	27	-1	0	-26	2	91	1
Cc1cccc(-n2c(O)c(C=Nc3c(C)n(C)n(-c4ccccc4)c3=O)c3ccccc3c2=O)n1	-10	1.1	1	8	/	-1	10[fluorescence artefact?]	112	/
O=C(NCCN1CCN(c2ccccc2F)CC1)C1CCCN(S(=O)(=O)c2cnc[nH]2)C1 (stereo unspecified)	-9	1	-12	2	-1	13	5	161	1
CN(c1ccc(OCC(=O)N2CCCCC2)cc1)S(=O)(=O)c1cccs1	14	1.1	/	0	-15	/	-6[fluorescence artefact?]	96	-3
CC1S/C(=C(\C#N)C(=O)NCc2ccco2)N(c2ccc(F)cc2)C1=O (stereo unspecified)	5	1	6	7	-1	-4	-2	98	-2
CCCc1cc(=O)[nH]c(SCC(=O)c2cc(C)n(CCOC)c2C)n1	-1	1.1	-18	2	-16	17	-2	123	-2
Cc1nnc(SCC(=O)Nc2sc3c(c2C#N)CCCCC3)n1N	-3	1.4	-6	1	-5	5	-7	86	1
CCOc1ccccc1-c1nnc(SCC(=O)Nc2ccccc2)o1	0	1.1	16	7	-4	-12	7[fluorescence artefact?]	106	-3
N#Cc1ccccc1NC(=O)CNc1ccccc1N1CCCCC1	/	/	10	/	-16	-11	/	/	1
COc1ccc(-n2c(C)nc3c(cnn3-c3ccccc3)c2=O)cc1	-3	1	/	6	-6	/	5	122	-5
CCS(=O)(=O)n1nc(-c2ccc(Cl)cc2)nc1SC	1	1.2	-18	6	-1	19	4	104	-1
CC(C)(C)C(=O)Nc1ccc(C(=O)NCc2cccnc2)cc1	-4	/	-2	7	6	0	13	87	1
O=c1c2c3c(sc2nc2sc(C4CC4)nn12)CCCC3	12[fluorescence artefact?]	2*	17	5	-21	-14	-9	234*	4
Cc1nc(NC(C)C)c2cnn(CCc3ccccc3)c2n1	/	/	-16	/	-4	18	/	/	-4
CCOc1ccc(C(=O)c2nc3c(n2O)CCCC3)cc1	-1	1.1	/	7	14	/	5	98	-3
COc1cc2c(cc1OC)C1(CCCC1)C(N)=C2C#N	-7	1.2	5	-2	/	-3	-3	117	/

Looked up by structure from the entries so far (two):
SMILES	ERb SRC1 inh	MT1-MMP txn act	sEH inh	Calb biofilm kill	CD11b adhes inh	sEH activator	Smad3 FoxH1 inh	ERa coact pot	CD11b adhes enh
O=c1c2c3c(sc2nc2sc(C4CC4)nn12)CCCC3	12[fluorescence artefact?]	2*	17	5	-21	-14	-9	234*	4
COc1ccccc1CN1C(=O)[C@@H]2C(CC(N)=O)NC3(C(=O)Nc4c3ccc(Cl)c4C)[C@@H]2C1=O (stereo partly specified)	3	1.2	27	-1	0	-26	2	91	1

Assay outcomes (PubChem BioAssay)

Only part of the results is shown; the hit share may differ from the screen's.
